# ADAM10 inh = human ADAM10 inhibitors, primary screen, biochemical, QFRET, HTS; Disintegrin and metalloproteinase domain-containing protein 10 (Homo sapiens), O14672; recombinant ADAM10, EDANS/DABCYL FRET peptide cleavage, 3 h; inhibition, % at 7 µM; actives 0.62% (n = 370,000); AID 720582, 2013;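 active = inhibition above a per-campaign cutoff equal to the mean of compounds falling between control-based bounds plus 3 SD, cut at about 20% in these data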;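 also: 0% = DMSO wells while the 100% control is not disclosed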
# DAX1 inh-1 = DAX1 (NR0B1) inhibitors, primary screen, cell-based, HEK293, Gal4-DAX1, luciferase luminescence; inhibition, % at 6.75 µM; Nuclear receptor subfamily 0 group B member 1 (Homo sapiens), P51843; AID 504766, 2011; actives 0.99% (n = 340,000); HEK293 Gal4-DAX1 luciferase reporter;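 active = inhibition above the mean over all tested compounds plus 3 SD, cut at about 4.2% in these data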;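 also: 0% = DAX1-transfected cells with DMSO and 100% = empty-vector control cells with DMSO; inhibition shows as a rise in luminescence from relieved DAX1 repression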
# Target sequence (P51843 207-470 limits assumed): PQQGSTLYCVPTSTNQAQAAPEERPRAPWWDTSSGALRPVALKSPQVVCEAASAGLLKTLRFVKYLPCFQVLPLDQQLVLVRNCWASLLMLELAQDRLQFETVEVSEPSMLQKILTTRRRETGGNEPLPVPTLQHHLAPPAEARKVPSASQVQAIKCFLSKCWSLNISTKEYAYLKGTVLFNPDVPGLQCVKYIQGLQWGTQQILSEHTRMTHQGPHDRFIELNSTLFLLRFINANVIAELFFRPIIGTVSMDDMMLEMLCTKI
# FXN GAA850 act = FXN promoter activators, primary screen, cell-based, luciferase luminescence, HEK293 lucGAA850 | HEK293 lucGAA850 FXN promoter luciferase reporter, 24 h; percent of 10 µM SAHA response | activation, % at 6 µM | actives 0.56% (n = 360,000) | AID 540364, 2011;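 active = activation above the average of all compounds screened plus 3 SD, cutoff fixed separately per campaign, cut at about 7.5% in these data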;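 also: 0% = DMSO wells and 100% = 10 µM SAHA wells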
# hgDAF-12 ag = H. glycines DAF-12 receptor agonists, primary screen, cell-based, luminescence, HEK293, GAL4 fusion, UAS-luciferase; Nuclear hormone receptor DAF-12 (Heterodera glycines), GAL4 fusion; HEK293 GAL4-hgDAF12 UAS-luciferase reporter, agonist luminescence; normalized to butyrate control; activation, % at 6.8 µM; actives 1.8% (n = 370,000);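 active = activation above a cutoff set at the mean of all screened compounds plus 3 SD, cut at about 10% in these data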;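 also: 0% = DMSO wells and 100% = sodium butyrate wells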
# ADAM17 inh = ADAM17 inhibitors, primary screen, biochemical, QFRET | actives 0.83% (n = 370,000) | recombinant ADAM17, EDANS/DABCYL FRET peptide cleavage | Disintegrin and metalloproteinase domain-containing protein 17 (Homo sapiens), P78536 | inhibition, % at 6.95 µM;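 active = inhibition above the mean of compounds lying between control limits plus 3 SD, set per campaign, cut at about 8.5% in these data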;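 also: 0% = DMSO-only wells as the low control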
# hcDAF-12 act = H. contortus DAF-12 nuclear receptor activators, primary screen, cell-based, luminescence, HEK293, lit1-tk-luc reporter; HEK293 hcDAF-12 lit1-tk-luc reporter; 0% DMSO, 100% Δ7-dafachronic acid; activation, % at 6.8 µM; actives 1.4% (n = 370,000);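 active = activation above the mean of all tested compounds plus 3 SD, cut at about 5.5% in these data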;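 also: 100% = response to 3 µM Δ7-dafachronic acid high control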
# HGIII-sPLA2 inh = human group III sPLA2 inhibitors, primary screen, biochemical, QFRET, BODIPY PC-A2 liposome substrate; AID 743126, 2013; Group 3 secretory phospholipase A2 (Homo sapiens), Q9NZ20; actives 0.56% (n = 370,000); inhibition, % at 12.2 µM; QFRET BODIPY PC-A2 liposome hydrolysis, fluorescence;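 active = inhibition above mean plus 3 SD of compounds lying within the high and low control bounds, cut at about 19% in these data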;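 also: 0% = median of test compound wells and 100% = no enzyme DMSO wells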
# Target sequence (Q9NZ20 whole entry, looked up): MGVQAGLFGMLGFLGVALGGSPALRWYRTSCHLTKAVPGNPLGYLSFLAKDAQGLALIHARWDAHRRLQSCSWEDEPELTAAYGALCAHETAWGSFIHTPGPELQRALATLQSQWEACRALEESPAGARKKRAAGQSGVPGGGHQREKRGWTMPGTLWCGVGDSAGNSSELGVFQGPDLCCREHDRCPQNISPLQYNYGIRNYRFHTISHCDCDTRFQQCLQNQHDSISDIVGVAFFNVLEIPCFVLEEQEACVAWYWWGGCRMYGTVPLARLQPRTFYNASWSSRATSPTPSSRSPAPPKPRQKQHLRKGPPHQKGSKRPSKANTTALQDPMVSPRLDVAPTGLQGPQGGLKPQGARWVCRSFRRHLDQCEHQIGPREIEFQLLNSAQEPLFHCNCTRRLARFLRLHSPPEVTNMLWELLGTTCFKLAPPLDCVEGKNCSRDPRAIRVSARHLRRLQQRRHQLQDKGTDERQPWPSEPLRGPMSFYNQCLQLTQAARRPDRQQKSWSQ
# DAX1 inh-2 = DAX1 (NR0B1) inhibitors on StAR promoter, primary screen, cell-based, luminescence, SF-1 (NR5A1), full-length DAX-1; AID 652010, 2013; HEK293T StAR-luciferase reporter, SF-1/DAX-1 repression relief; actives 1.1% (n = 370,000); inhibition, % at 6.8 µM;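 active = inhibition above the mean over all tested compounds plus 3 SD, cut at about 3.6% in these data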;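 also: 0% = DAX-1 cells with DMSO and 100% = cells lacking DAX-1 with DMSO; higher inhibition means more luminescence from relief of DAX-1 repression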
# PLCg1 inh = PLC-gamma1 enzyme inhibitors, primary screen, biochemical, fluorescence, purified enzyme. actives 0.84% (n = 370,000). fluorogenic substrate. inhibition, % at 12.2 µM. 1-phosphatidylinositol 4,5-bisphosphate phosphodiesterase gamma-1 (Homo sapiens), P19174. AID 720700, 2013; in the data active = inhibition above about 9.5%
# ssDAF-12 act = S. stercoralis DAF-12 nuclear receptor activators, primary screen, cell-based, luminescence, HEK293, GRIP1 co-expression, lit1-tk-luc; Nuclear hormone receptor DAF-12 (Strongyloides stercoralis); HEK293 ssDAF-12/GRIP1 lit1-tk-luc reporter; % of 3 µM dafachronic acid response; activation, % at 6.8 µM; actives 1% (n = 370,000); AID 652126, 2013;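 active = activation above the mean over all tested compounds plus 3 SD, cut at about 0.9% in these data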;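 also: 0% = DMSO-only wells and 100% = 3 µM delta7-dafachronic acid wells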
# PLC-beta3 inh = human PLC-beta3 inhibitors, primary screen, biochemical, fluorescence; Purified PLC-beta3, fluorogenic substrate; AID 720704, 2013; actives 0.18% (n = 370,000); inhibition, % at 12.2 µM; 1-phosphatidylinositol 4,5-bisphosphate phosphodiesterase beta-3 (Homo sapiens), Q01970; in the data active = inhibition above about 11%;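 also: 0% = median of compound wells on plate and 100% = full blocker control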
# The depositor's hits bear a star; i = inactive; . = not tested or not shown.
SMILES,ADAM10 inh,DAX1 inh-1,FXN GAA850 act,hgDAF-12 ag,ADAM17 inh,hcDAF-12 act,HGIII-sPLA2 inh,DAX1 inh-2,PLCg1 inh,ssDAF-12 act,PLC-beta3 inh
COc1cccc(CC(=O)OCC(=O)Nc2c(C)nn(-c3ccccc3)c2C)c1,1,7.0*,-0.2,6.6,5,-0.9,-4,0.3,5,-1.0,-1
O=C(NCC(=O)N1CCC2(CC1)NCCc1[nH]cnc12)c1ccc(Br)cc1,0,0.1,0.1,0.7,-4,0.1,2,0.0,3,-0.6,-3
COCCCn1cc(CN2CC(N3CCCC3)CS2(=O)=O)nn1 (centres undefined),-4,.,.,0.0,-3,0.2,14,3.4,1,-1.3,-2
O=C(CNC(=O)c1ccncc1)N/N=C/c1ccccc1[N+](=O)[O-],-1,1.9,1.9,-0.1,-4,0.5,5,-0.2,-1,-0.7,1
O=S(=O)(Nc1ccc2c(c1)OCCO2)c1cccc(F)c1,7,-0.8,-3.4,-4.7,5,-4.0,1,-1.0,5,-1.4,-1
COc1ccc(S(=O)(=O)N2CCOCC2)cc1NC(=O)CN1CCC(Cc2ccccc2)CC1,4,-1.4,0.2,-0.1,1,1.2,-6,-0.3,2,-1.8,3
O=C(Nc1ccc2c(c1)CCCN2C(=O)c1ccccc1)c1ccccc1,5,-2.5,0.0,1.9,0,-1.6,-10,-3.0,6,-0.9,-3
C=CCC[C@@H](Cc1ccc(F)cc1)C(=O)OC[C@H](Cc1c[nH]c2ccccc12)NC(=O)[C@@H](CC=C)CC(=O)N[C@H](CO)Cc1ccccc1,3,0.0,-8.3,0.1,-1,-3.1,-42,-0.3,0,-1.1,2
O=C(Nc1ccc(Br)cc1)c1ccc(-n2cnnn2)cc1,14,1.6,2.6,-0.3,1,-2.8,0,0.3,4,-0.9,-3
COC(=O)c1ccc(C(=O)OC)c(NC(=O)CSc2ccccn2)c1,-30,0.2,1.1,2.6,-15,-0.5,1,-0.4,-11,-2.0,-15
Nc1ncnc(Nc2ccccc2Oc2ccccc2)n1,-2,1.1,-1.0,2.9,0,-0.7,1,0.7,0,-1.6,0
Cc1ccccc1CCN(C(=O)Cn1nnc2ccccc21)C(C(=O)NC(C)(C)C)c1ccsc1 (centres undefined),7,-0.5,0.8,-2.3,4,-0.6,-2,0.7,3,-1.2,3
CCN(C(=O)COC(=O)c1ccc(S(=O)(=O)N2CCCc3ccccc32)cc1)C1CCS(=O)(=O)C1 (centres undefined),1,0.1,0.7,7.5,-3,2.7,3,0.8,2,0.7,2
O=C(N/N=C/c1ccc(-c2ccc([N+](=O)[O-])cc2)o1)[C@H]1C[C@@H]1c1ccccc1,-6,1.7,2.9,0.7,-3,-0.9,-1,-0.1,-8,-1.6,-15
CC(C)(C)c1cc(NC(=O)Nc2ccc(Cl)cc2Cl)no1,7,3.8,2.7,-0.5,2,-1.2,-7,0.2,2,-0.8,-3
COc1ccc(-n2c(=S)[nH]c3cc(C(=O)NCc4ccc(F)cc4)ccc3c2=O)c(OC)c1,23*,-1.6,-1.1,-3.9,6,-0.8,7,-0.4,1,-1.4,-4
CN(CCc1ccccc1)c1ccc([N+](=O)[O-])cn1,-1,0.6,0.2,2.4,3,1.0,-2,-0.3,4,-0.2,1
CCCCCCC(=O)O,-4,2.8,1.7,-0.7,-1,-0.7,-3,0.6,1,-0.4,5
COc1ccc(CCN2CC(C(=O)Nc3ccccc3F)CC2=O)cc1OC (centres undefined),-9,4.6*,2.0,-0.9,-3,-0.8,7,-0.9,-1,-0.5,-9
Cn1c(-c2ccc(Cl)cc2)cnc1N,-6,1.1,-2.0,-0.9,0,-0.9,12,0.2,-4,-1.1,0
CC(=O)[C@@H]1[C@@H](C)N(Cc2ccccc2)C(=O)N[C@H]1c1ccccc1,-8,0.3,-2.2,-0.7,-1,-1.5,0,-0.6,0,-1.2,2
COc1ccc(-n2c(SCC(=O)Nc3ccccc3OC)nc(O)cc2=O)cc1,-7,1.9,2.5,2.2,-2,0.5,1,-0.3,-1,-0.7,-6
Cc1ccc(NC(=O)C2(C)CCN2C(=O)Cc2ccccc2Cl)cc1C (centres undefined),-4,.,0.4,-0.3,5,-2.5,9,-0.5,6,-1.6,-1
O=C(CSc1nnc2c(Cl)cc(Cl)cn12)N1CCN(S(=O)(=O)c2ccccc2)CC1,0,0.0,-1.5,-2.5,-3,-1.7,-2,0.3,-2,-0.8,-1

# Individual results from above.
# FXN GAA850 act, Cc1ccc(NC(=O)C2(C)CCN2C(=O)Cc2ccccc2Cl)cc1C (centres undefined) stands at 0.4
# DAX1 inh-2, CN(CCc1ccccc1)c1ccc([N+](=O)[O-])cn1 stands at -0.3
# PLC-beta3 inh, O=C(Nc1ccc(Br)cc1)c1ccc(-n2cnnn2)cc1 stands at -3

# New compounds follow
SMILES,ADAM10 inh,DAX1 inh-1,FXN GAA850 act,hgDAF-12 ag,ADAM17 inh,hcDAF-12 act,HGIII-sPLA2 inh,DAX1 inh-2,PLCg1 inh,ssDAF-12 act,PLC-beta3 inh
Cn1c2c(c(=O)n(C)c1=O)C1c3cc(Cl)ccc3OCC1CO2 (centres undefined),4,1.5,0.5,0.5,-5,-0.5,1,-0.2,1,-1.3,-2
COc1ccc(-n2c(-c3ccccc3)nnc2-c2ccc(Cl)cc2)cc1,-4,0.8,3.1,0.4,-3,-1.3,1,0.0,-2,-1.1,5
COc1ccc2ccccc2c1CN1CCN(C)CC1,3,4.7*,-0.2,-1.5,-5,-1.4,2,-0.3,0,-0.3,0
Cc1ccc(S(=O)(=O)N2CCC(C(=O)OC(C)C(=O)NCc3ccc4c(c3)OCO4)CC2)cc1 (centres undefined),-2,0.4,-2.0,-1.1,-3,0.0,-2,-0.5,2,-0.4,0
CCCCc1cc(=O)oc2c3c(cc(OCC(=O)NCCCO)c12)OC(C)(C)CC3,i,-2.0,-0.1,-2.4,i,-3.3,-6,-0.9,i,-1.3,i
CSCCC(NS(=O)(=O)c1ccc2ccccc2c1)C(=O)OCC(=O)c1ccc(C(C)C)cc1 (centres undefined),13,-3.0,4.1,1.8,6,0.1,-46,-0.3,1,-1.3,1
CCSc1nnc(NC(=O)COc2ccc3ccccc3c2)s1,-3,-0.8,2.7,-0.7,-2,0.6,-10,0.3,0,-1.1,-2
C=CCN(C(=O)CNC(=O)c1cccs1)C(C(=O)NC1CCCCC1)c1cccnc1 (centres undefined),5,-0.7,0.9,-0.5,2,-0.4,4,-0.6,9.7*,-1.7,8
COc1ccccc1[C@@H]1C(c2ccccc2)=NN(c2ccc(Br)cc2)[C@H]1C(=O)N1CCOC1=O,i,0.5,1.6,0.5,-140,-0.5,-6,-1.4,-353,-0.7,-473
CN(C)S(=O)(=O)c1cccc(NC(=O)c2ccncc2)c1,4,-1.0,-1.4,-1.8,0,-1.8,-5,-0.4,6,-1.6,4
Cc1onc(-c2c(F)cccc2Cl)c1C(=O)N1C=CC(C(F)(F)Cl)=NCC1,8,-0.6,-2.6,2.1,5,-0.8,-7,-0.1,13*,-1.4,11*
CC1CN(C2CCN(S(=O)(=O)c3ccc4ccccc4c3)CC2)CC(C)O1 (centres undefined),2,0.5,-0.1,1.3,3,0.3,-1,0.1,2,-1.0,1
COc1ccc(C2(CNC(=O)c3ccccc3)CCCC2)cc1OC,7,-1.0,-0.5,-1.1,-1,-2.1,0,-0.2,0,-1.8,-2
C[C@]12CC[C@@H]3c4cc(O)c(O)cc4CC[C@H]3[C@@H]1CC[C@@H]2O,-6,0.0,1.6,-1.0,-6,-2.5,-17,-3.4,-2,-1.3,-2
Fc1ccc2nc(-c3ccc(CN4CCC(c5nc6ccccc6[nH]5)CC4)cc3)c(-c3ccccc3)nc2c1,-88,.,.,-1.0,-15,-2.2,2,-1.7,-17,-1.0,-27
CCn1c(SCC(=O)N/N=C/c2ccccc2OCC(=O)O)nnc1-c1ccc(C(C)(C)C)cc1,-3,-0.5,1.1,1.3,-1,0.5,-15,0.0,-1,-1.3,-7
Cc1ccc(-n2[nH]c(C)c(/C=N/n3c(C)nc4ccccc4c3=O)c2=O)cc1,-11,-1.0,0.8,0.8,-3,2.2,-8,0.8,-17,-1.0,-22
CCCn1c(N)c(Br)c(=O)[nH]c1=O,5,2.0,1.3,-4.4,3,3.9,8,0.4,2,-0.9,1
OC(c1ccccc1)c1ncc(-c2cccc(C(F)(F)F)c2)[nH]1 (centres undefined),-7,.,1.9,-3.0,-1,-1.8,8,-1.2,-1,-0.8,-4
O=C(CCc1nc2ccccc2c(=O)[nH]1)N1CCN(c2ccccc2Cl)CC1,-8,1.1,2.2,0.3,-4,-0.3,7,-0.7,0,-1.3,-4
CCNC(=O)CC1C(=O)N(c2ccc(F)cc2)C(=O)N1CCC(C)C (centres undefined),0,0.8,1.1,1.4,-2,-0.7,2,-0.3,2,-1.1,5
COc1cccc(NC(=O)C(NCCc2ccc(S(N)(=O)=O)cc2)c2ccccc2)c1 (centres undefined),-8,-1.4,-0.7,-0.1,4,-0.2,-14,-0.6,-1,-1.8,-4
CCNC(=O)C1CCCN1S(=O)(=O)c1ccc2ccccc2c1 (centres undefined),-6,0.2,-2.3,1.8,-4,0.3,2,-0.1,0,-0.9,-5
Cc1ccc(S(=O)(=O)N(C)c2ccc(OCC(=O)Nc3nc4c(ccc5ccccc54)s3)cc2)cc1,1,-0.8,0.4,4.3,3,3.6,-13,1.3,4,-0.3,4
CC(C)CNC(=O)C1C2C=CC(C2)C1C(=O)O (centres undefined),5,0.1,-3.5,-0.4,-4,0.4,9,-0.3,-3,-2.0,0
CN(C)CCCNC(=O)C1CCNCC1,-1,2.0,-2.5,0.4,-5,-1.0,12,-0.1,6,-0.7,5
O=[N+]([O-])c1ccc(N=Nc2ncc[nH]2)cc1,3,-4.9,-11,-2.2,1,3.2,-6,-0.8,2,-1.2,2
